# TNAP inh no acc: human TNAP enzyme inhibitors, primary screen, biochemical, luminescent, no phosphate acceptor, uHTS; Alkaline phosphatase, tissue-nonspecific isozyme (Homo sapiens), P05186; purified TNAP, CDP-star luminescence, 30 min; inhibition, % at 20 µM; 0.26% of 200,000 active; AID 1012, 2008;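 active means tissue-nonspecific alkaline phosphatase inhibition above about 50% at 20 µM in the single-dose screen, limit read from the data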;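 further: 0% = DMSO negative control and 100% = EDTA positive control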
# Target sequence (P05186 whole entry, looked up): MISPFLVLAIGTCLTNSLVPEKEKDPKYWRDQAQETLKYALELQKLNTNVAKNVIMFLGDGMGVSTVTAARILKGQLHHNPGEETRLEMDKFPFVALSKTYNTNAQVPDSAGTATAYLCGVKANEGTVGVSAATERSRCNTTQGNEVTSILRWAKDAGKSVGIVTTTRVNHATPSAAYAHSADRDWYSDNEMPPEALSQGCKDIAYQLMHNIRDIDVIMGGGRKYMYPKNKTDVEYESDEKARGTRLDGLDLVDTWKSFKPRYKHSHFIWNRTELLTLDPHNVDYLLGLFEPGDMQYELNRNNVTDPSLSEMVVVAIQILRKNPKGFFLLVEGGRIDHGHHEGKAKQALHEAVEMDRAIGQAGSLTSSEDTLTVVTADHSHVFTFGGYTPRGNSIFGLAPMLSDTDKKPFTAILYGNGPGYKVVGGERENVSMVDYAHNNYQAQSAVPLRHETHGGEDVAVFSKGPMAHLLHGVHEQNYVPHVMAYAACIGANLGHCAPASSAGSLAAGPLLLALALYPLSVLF
# Diaph inh CS: diaphorase inhibitors and chemical oxidizers, primary screen, counter-screen for diaphorase-coupled primary assays, biochemical, uHTS, resorufin fluorescence | diaphorase resazurin-to-resorufin fluorescence, NADH, 16 min; bacterial (C. kluyveri) enzyme, not human | inhibition, % at 20 µM | 0.69% of 190,000 active | AID 1217, 2008;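 active means primary screen inhibition at 20 µM above a set limit, cut at about 50% in these data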;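 further: plate controls were DMSO with full reaction for no effect and wells lacking NADH for full effect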
#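 controls = No-NADH positive control and DMSO neutral control | system = Clostridium kluyveri diaphorase enzyme | timing = reaction incubation of 16 min at room temperature | signal = resorufin fluorescence 544/590 nm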
# TNAP act hiacc: TNAP activators at high phosphate acceptor level, primary screen, biochemical, luminescence, uHTS | Alkaline phosphatase, tissue-nonspecific isozyme (Homo sapiens), P05186 | 200,000 tested, under 10 active | activation factor at 20 µM | purified TNAP, CDP-star luminescence, 1 M DEA, 30 min; hits give high values; 0 = EDTA background, 1 = DMSO-only activity | AID 1136, 2008;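 active means activation factor at least 2 at 20 µM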
#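 Test system – human TNAP · Doses – 20 µM single point · Incubation – 30 min, room temperature · Signal – luminescent substrate turnover signal · Read-out basis – activation factor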
# bIAP inh: bovine intestinal alkaline phosphatase inhibitors, primary screen, selectivity assay for TNAP inhibitor project, biochemical, bovine IAP, CDP-star luminescence; alkaline phosphatase, intestinal [Bos taurus]; purified bovine IAP, 30 min; inhibition, % at 20 µM; 190,000 tested, under 10 active;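 active means over 50% inhibition of intestinal alkaline phosphatase at 20 µM in the single-dose screen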
#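 Incubation: 30 min reaction at room temperature / Material: purified bovine intestinal alkaline phosphatase (IAP) enzyme / Input: enzyme at 1/65,000,000 dilution / Dosing: 20 µM single dose / Signal: CDP-star luminescence signal / Reagent: CDP-star chemiluminescent phosphatase substrate, 30 µM final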
# PMI act satM6P: human PMI activators, high substrate, primary screen, biochemical, fluorescence intensity, near-saturating mannose 6-phosphate; Mannose-6-phosphate isomerase (Homo sapiens), P34949; 0.34% of 190,000 active; activation factor at 20 µM; coupled PMI enzyme assay, resazurin fluorescence, 20 min; hits give high values; 1 = untreated enzyme, 0 = substrate-free blank;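 active means activation factor of 2 or more at 20 µM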
# Target sequence (P34949 whole entry, looked up): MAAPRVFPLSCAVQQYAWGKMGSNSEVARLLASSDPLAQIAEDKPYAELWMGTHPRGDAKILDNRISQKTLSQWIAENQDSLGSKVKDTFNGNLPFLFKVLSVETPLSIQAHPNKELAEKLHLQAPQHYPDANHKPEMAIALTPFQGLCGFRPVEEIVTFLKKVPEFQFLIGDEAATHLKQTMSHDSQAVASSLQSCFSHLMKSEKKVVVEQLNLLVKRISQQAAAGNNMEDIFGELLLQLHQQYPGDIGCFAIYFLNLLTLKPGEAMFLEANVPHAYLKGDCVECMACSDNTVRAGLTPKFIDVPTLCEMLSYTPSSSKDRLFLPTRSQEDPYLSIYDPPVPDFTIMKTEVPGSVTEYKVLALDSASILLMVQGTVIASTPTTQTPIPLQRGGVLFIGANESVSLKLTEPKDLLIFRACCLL
#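 Technique: Diaphorase-driven resazurin-to-resorufin fluorescence, excitation 544, emission 590 nm | Assay system: Human PMI in coupled enzyme assay | Times: Enzyme reaction with compound 20 min at room temperature | Medium: HEPES-buffered pH 7.4 with magnesium and detergent | Reagent: Mannose-6-phosphate 1.0 mM (near-saturating) plus 0.22 mM NADP+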
# Diaph act CS: compounds boosting diaphorase resazurin reduction – biochemical, uHTS, resorufin fluorescence, counter-screen for diaphorase-coupled primary assays, primary screen; Diaphorase/resazurin coupled assay, 16 min; hits give high values; 1 = vehicle wells, 0 = NADH-free wells; activation factor at 20 µM; 0.005% of 190,000 active; AID 1229, 2008;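 active means diaphorase activity raised at least twofold by the compound at 20 µM; inactive means activation factor below 2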
#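 System – purified diaphorase enzyme from Clostridium kluyveri · Input – enzyme 0.07 U/mL final · Also added – final NADH 0.114 mM, resazurin 0.1 mM · Measured by – fluorescence of resorufin, 544 nm excitation, 590 nm emission · Timing – 16 min enzyme reaction, ambient temperature · Measure – resorufin increase flagging diaphorase activators or reducers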
# PMI activator: activators of human PMI, primary screen, biochemical, fluorescence intensity, near-Km mannose 6-phosphate | Mannose-6-phosphate isomerase (Homo sapiens), P34949 | purified human PMI, coupled resazurin fluorescence, 20 min; hits give high values; 1 = vehicle control, 0 substrate-free wells | activation factor at 20 µM | 0.005% of 190,000 active | AID 1214, 2008;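 active means activation factor of 2 or more at 20 µM, relative to plate controls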
# Lmaj promast: Leishmania major promastigote growth inhibition, primary screen; Leishmania major promastigotes, resazurin fluorescence viability; inhibition, % at 10 µM; 9% of 200,000 active; AID 1063, 2008; in the data active means inhibition above about 50%;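 further: promastigotes grown with compound for 44 hours at 28 °C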
# TNAP inh hi DEA: human TNAP enzyme inhibitors, primary screen, biochemical, luminescent, high phosphate acceptor level, uHTS | purified TNAP, CDP-star luminescence, 1 M DEA | Alkaline phosphatase, tissue-nonspecific isozyme (Homo sapiens), P05186 | 0.03% of 200,000 active | inhibition, % at 20 µM;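 active means over 50% inhibition of tissue-nonspecific alkaline phosphatase at 20 µM in the single-dose screen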;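 further: plate controls were DMSO wells for no effect and EDTA-quenched wells as full inhibition for full effect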
# bIAP activator: bovine intestinal alkaline phosphatase activators, primary screen, biochemical, bovine IAP, CDP-star luminescence; alkaline phosphatase, intestinal [Bos taurus]; 0.17% of 200,000 active; purified bovine IAP, 30 min; hits give high values; fold of DMSO-control signal, blank-subtracted; activation factor at 20 µM;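 active means activation factor of 2 or more at 20 µM, a signal rise over negative controls twice the positive control's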
# Active calls of the source: *; x = no result given. An unsorted share of the library (roughly 10% active in at least one column).
canonical_smiles	Diaph act CS	bIAP activator	PMI act satM6P	TNAP inh no acc	Lmaj promast	TNAP inh hi DEA	TNAP act hiacc	bIAP inh	Diaph inh CS	PMI activator
COC(=O)N/N=C/c1ccc(/C=N/NC(=O)OC)cc1	0.9	1	1.1	-8.1	-5.2	-2.1	1	1.3	9.1	1.1
O=C(N/N=C/c1ccc(Br)cc1)c1cc[n+](Cc2ccccc2)cc1	1.1	0.9	1.1	-1.6	-4.5	2.0	1	11.9	-8.7	1
COC(=O)c1ccc(NC(=O)N2CCCC(C(=O)c3ccccc3OC)C2)cc1 (configuration not stated)	0.9	0.9	1	-10.5	-2.5	-5.8	1.1	6.7	10.9	1
Cc1cccc(OCCCC(=O)Nc2ccc(N3CCCCC3)cc2)c1	1	0.9	0.9	-6.5	-0.5	-1.1	1	10.5	4.0	0.9
Cc1ccc(CNC(=O)CSc2n[nH]c(N)n2)cc1	0.9	0.9	0.9	-0.7	35.5	0.2	1	6.7	14.5	0.9
C/C(=N\Nc1nc2ccccc2[nH]1)c1ccc2c(c1)OCCO2	0.9	1.6	0.8	-78.8	99.9*	-2.2	1	-56.6	13.0	0.9
COc1ccc(NC(=O)c2ccc3c(c2)OCO3)cc1[N+](=O)[O-]	0.8	1	0.9	-2.5	3.1	-4.1	1	4.7	15.7	0.9
Fc1ccc(CNc2nc(-c3ccco3)cc(C(F)(F)F)n2)cc1	0.6	0.7	1	-6.7	0.3	-4.5	1	34.7	35.3	0.9
COc1ccc(NC(=O)COC(=O)C2CCN(S(=O)(=O)c3cccs3)CC2)cc1	0.9	1	1	-2.3	-3.6	1.0	1	3.0	6.6	0.9
Cn1c(=O)oc2ccc(C(=O)CSc3nnnn3-c3ccccc3)cc21	1	0.9	1	-2.0	-5.4	-8.4	1.1	5.8	-2.7	1
COc1ccccc1CNc1ncnc2cc(OC)c(OC)cc12	0.9	1.1	1	-11.2	32.2	-4.0	1	-5.9	14.5	1
COCCCNC(=O)CC(NS(=O)(=O)c1ccc(C)cc1)c1ccco1 (configuration not stated)	0.9	0.9	1	-16.1	-0.7	-6.1	1.1	9.2	10.2	1
CC[C@H](C)[C@@H](C(=O)N1CCNCC1)n1cc([C@@H](N)Cc2ccc(O)cc2)nn1	0.8	0.9	1	-13.1	-8.2	-6.3	1.1	11.2	15.3	1
Cc1c(Nc2ccc(C=O)cc2)c(=O)n(-c2ccccc2)n1C	0.9	1	0.9	-6.0	5.7	-3.3	1	-4.9	13.8	0.9
O=c1c(-c2ccc(Oc3ccccc3)cc2)[n+]([O-])c2ccccc2n1OCc1ccccn1	0.9	0.9	0.9	-12.7	3.7	0.3	1	11.8	14.9	0.9

# Continued:
canonical_smiles	Diaph act CS	bIAP activator	PMI act satM6P	TNAP inh no acc	Lmaj promast	TNAP inh hi DEA	TNAP act hiacc	bIAP inh	Diaph inh CS	PMI activator
CCCCCCn1nc(C(=O)OCC(=O)NC2CCS(=O)(=O)C2)c2ccccc2c1=O (configuration not stated)	0.9	0.9	1	-0.4	-5.2	5.6	0.9	7.9	9.9	1
COc1ccc(N(C(=O)c2ccco2)C(C(=O)NC2CCCC2)c2ccc(N(C)C)cc2)cc1OC (configuration not stated)	0.8	0.9	0.8	-5.4	-5.4	0.1	1	8.9	17.1	0.9
CC(C)CC(=O)NNC(=O)c1ccc(Cl)cc1	1	0.9	1	-10.3	-3.8	-2.3	1	10.2	-0.5	1
CCOC(=O)Cc1csc(SCC(=O)NC2CCCC(C)C2C)n1 (configuration not stated)	1	1	1	-5.7	2.1	-2.9	1	0.5	-4.2	1
CSc1ccccc1C(=O)Nc1cccc(C)c1	0.9	0.9	1	-17.1	-2.0	-10.0	1.1	13.0	11.4	1
COc1ccc(C(=O)c2c[nH]c(C(=O)NCCCN3CCOCC3)c2)cc1	1	1.1	1	10.2	-2.7	4.8	1	-13.0	3.4	1.1
O=C(CSc1ccc2nnc(-c3ccccn3)n2n1)NCc1ccc2c(c1)OCO2	0.9	0.9	1	-7.0	0.3	-0.5	1	13.1	10.8	1
CC(C)(C)n1ncc2c(=O)n(CC(=O)NCc3ccccc3Cl)cnc21	0.9	0.9	1.1	-15.7	-6.6	-5.0	1.1	10.2	14.3	1.1
O=C(NCC(c1ccco1)N1CCCCC1)C(c1ccccc1)c1ccccc1 (configuration not stated)	1	1	0.9	-5.6	37.2	-3.0	1	-4.1	2.3	1
CC(C)OC(=O)CC1C(=O)NCCN1C(=S)NC(=O)c1cccs1 (configuration not stated)	0.7	0.9	0.9	-5.1	9.2	0.3	1	6.4	30.9	0.8
NC(=O)NC(c1ccccc1)c1cccc2ccccc12 (configuration not stated)	0.9	0.9	0.9	-13.3	1.1	-3.1	1	11.3	12.7	0.9
CCOC(=O)c1cc(CC)sc1NC(=O)Cc1ccsc1	0.8	0.7	0.9	-15.7	10.2	-6.6	1.1	32.3	22.2	0.9
Cc1ccc(NCc2nc3ccccc3n2C)cc1	1	0.9	0.9	-8.3	5.1	-3.0	1	9.1	3.7	0.8
CCC(=O)NC(c1ccco1)c1cc(Cl)c2cccnc2c1O (configuration not stated)	x	1	x	-14.5	14.8	-3.6	1	4.1	x	x
O=C(/C=C\c1ccco1)Oc1cccc2cccnc12	1	1.1	0.7	-9.3	97.3*	-3.9	1	-7.8	2.7	1

# Further results follow.
canonical_smiles	Diaph act CS	bIAP activator	PMI act satM6P	TNAP inh no acc	Lmaj promast	TNAP inh hi DEA	TNAP act hiacc	bIAP inh	Diaph inh CS	PMI activator
O=C(CCn1nc(-c2ccc(Cl)cc2)ccc1=O)NCCCN1CCCCCC1	1.1	1	1	-4.4	0.3	1.3	1	-0.6	-10.6	1
CCSc1nnc(-c2cccnc2)n1-c1ccc(C)c(Cl)c1	0.8	1	1	-14.0	5.0	-7.2	1.1	4.8	18.1	0.9
CCn1ccc(C(=O)Oc2ccc(C(C)C)cc2)n1	0.9	1	1.1	-7.0	1.7	-2.8	1	2.5	6.8	1
C1=C(CCNCC2CC2)CCCC1	0.9	0.8	1	-6.7	-0.3	-11.4	1.1	22.3	7.9	1
COn1c(SCc2ccc(C)cc2C)nc2ccccc2c1=O	0.9	0.9	0.9	4.6	-4.1	-5.1	1.1	5.6	11.2	1
Cc1ccc(-c2cc(N)on2)cc1	0.9	0.8	0.9	-6.2	-3.6	0.0	1	15.2	9.3	0.9
Cc1nc2c(-c3ccccc3)c[nH]n2c(=O)c1Cc1ccccc1	1.1	1	1.2	3.9	58.9*	-2.1	1	-0.2	-8.9	1.2
Cc1cc(=O)oc(C)c1C(=O)Nc1ccc2ncccc2c1	0.9	1	1	-22.7	-1.3	-6.7	1.1	0.0	10.9	1
Cc1ccc(C)c(OCCSc2nnc(C)c(=O)[nH]2)c1	1	0.9	1.1	-11.2	-4.6	-5.8	1.1	10.6	0.0	1.1
Cc1ccc(OCc2cnc(Cl)s2)c(C)c1	1.1	1.1	1	-9.5	-8.2	-0.2	1	-8.7	-8.7	1
CCOc1nc2ccccc2cc1C=O	0.8	1	0.9	-2.5	6.6	-2.7	1	1.3	19.4	0.9
Cc1cnc(NC(=O)c2c(O)c3cccc4c3n(c2=O)CCC4)s1	1	0.6	0.9	-1.7	-3.7	-6.4	1.1	36.5	0.2	0.9
CC(C)CCn1c(Oc2ccc(Cl)cc2)nc2c1c(=O)n(C)c(=O)n2C	0.7	0.9	0.8	-8.7	10.4	-5.6	1.1	9.1	25.2	0.8
COc1c(Cl)ccc(Cl)c1C(=O)NC(=S)N1CCOCC1	0.9	1.1	1	-10.0	-11.0	-5.8	1.1	-12.5	11.8	1
COc1ccc(S(=O)(=O)N2Cc3ccccc3CC2C(=O)O)cc1OC (configuration not stated)	0.8	1	1	-11.9	-8.2	-5.9	1.1	2.0	18.0	1.1

# Two of these compounds in a different format:
smiles: COc1c(Cl)ccc(Cl)c1C(=O)NC(=S)N1CCOCC1
  Diaph act CS: 0.9; bIAP activator: 1.1; PMI act satM6P: 1; TNAP inh no acc: -10.0; Lmaj promast: -11.0; TNAP inh hi DEA: -5.8; TNAP act hiacc: 1.1; bIAP inh: -12.5; Diaph inh CS: 11.8; PMI activator: 1

smiles: COc1ccc(S(=O)(=O)N2Cc3ccccc3CC2C(=O)O)cc1OC (configuration not stated)
  Diaph act CS: 0.8; bIAP activator: 1; PMI act satM6P: 1; TNAP inh no acc: -11.9; Lmaj promast: -8.2; TNAP inh hi DEA: -5.9; TNAP act hiacc: 1.1; bIAP inh: 2.0; Diaph inh CS: 18.0; PMI activator: 1.1

# Sorted by length of the SMILES (highest first): 3 of the compounds above
canonical_smiles	Diaph act CS	bIAP activator	PMI act satM6P	TNAP inh no acc	Lmaj promast	TNAP inh hi DEA	TNAP act hiacc	bIAP inh	Diaph inh CS	PMI activator
O=C(CCn1nc(-c2ccc(Cl)cc2)ccc1=O)NCCCN1CCCCCC1	1.1	1	1	-4.4	0.3	1.3	1	-0.6	-10.6	1
Cc1nc2c(-c3ccccc3)c[nH]n2c(=O)c1Cc1ccccc1	1.1	1	1.2	3.9	58.9*	-2.1	1	-0.2	-8.9	1.2
CCSc1nnc(-c2cccnc2)n1-c1ccc(C)c(Cl)c1	0.8	1	1	-14.0	5.0	-7.2	1.1	4.8	18.1	0.9

# (more compounds)
canonical_smiles	Diaph act CS	bIAP activator	PMI act satM6P	TNAP inh no acc	Lmaj promast	TNAP inh hi DEA	TNAP act hiacc	bIAP inh	Diaph inh CS	PMI activator
COc1ccc(C(=O)N2CCOCC2)cc1Br	0.9	1	0.9	-5.9	-8.7	-3.0	1	-2.8	11.4	0.9
Cc1nc2cc(F)ccc2n1C1CCN(C(=O)c2c(F)cccc2F)CC1	0.9	1.3	1	-10.5	5.3	-5.3	1.1	-28.2	6.7	1
CCC(=O)NC(=S)Nc1ccc(N2CCOCC2)cc1	1.1	1.2	1	-11.4	-7.1	-1.4	1	-19.0	-10.8	1
CCCN1C/C(=C/c2cccc([N+](=O)[O-])c2)C(=O)/C(=C/c2cccc([N+](=O)[O-])c2)C1	1	1	1	-8.2	100.6*	-2.9	1	-2.6	-4.6	1
